L3MBTL1 block: qHTS Assay for the Inhibitors of L3MBTL1; Lethal(3)malignant brain tumor-like protein 1 (Homo sapiens), Q9Y468; AlphaScreen L3MBTL1–H3K9me1 peptide binding; Potency, µM (series often up to 57.1 µM), for inactives: at the top dose activity, negative = inhibition, most hits filed as inhibitors; 230,000 compounds, 0.66% hits; further: on the % scale 0 is the no-effect control and ±100 the full control effect; nearly all actives have a fitted effect of over 60% in size
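First, the protein-peptide complex forms for 30 min at room temperature (L3MBTL1 50 nM, biotinylated H3K9me1 peptide 75 nM). Next, compounds are pin-transferred and incubated 30 min. Finally, AlphaScreen beads are added and read after 30 min.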
ALDH1A1 block: qHTS Assay for Inhibitors of Aldehyde Dehydrogenase 1 (ALDH1A1). Aldehyde dehydrogenase 1A1 (Homo sapiens), P00352. Purified ALDH1A1, NADH fluorescence, propionaldehyde substrate. Potency, µM (doses to about 75.3 µM), for the others: at the highest dose activity, negative = inhibition, hits mostly inhibitors. 220,000 compounds, 7.3% hits; active means well fitted inhibition curve with a large enough effect, not every such curve was filed as active; inconclusive means small, poorly fitted or top-dose-only effect, or another doubt; inactive means no such curve, though single readings can be large or run the other way;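 further: plate controls were no enzyme wells and a reference inhibitor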
Target sequence (P00352 whole entry, looked up): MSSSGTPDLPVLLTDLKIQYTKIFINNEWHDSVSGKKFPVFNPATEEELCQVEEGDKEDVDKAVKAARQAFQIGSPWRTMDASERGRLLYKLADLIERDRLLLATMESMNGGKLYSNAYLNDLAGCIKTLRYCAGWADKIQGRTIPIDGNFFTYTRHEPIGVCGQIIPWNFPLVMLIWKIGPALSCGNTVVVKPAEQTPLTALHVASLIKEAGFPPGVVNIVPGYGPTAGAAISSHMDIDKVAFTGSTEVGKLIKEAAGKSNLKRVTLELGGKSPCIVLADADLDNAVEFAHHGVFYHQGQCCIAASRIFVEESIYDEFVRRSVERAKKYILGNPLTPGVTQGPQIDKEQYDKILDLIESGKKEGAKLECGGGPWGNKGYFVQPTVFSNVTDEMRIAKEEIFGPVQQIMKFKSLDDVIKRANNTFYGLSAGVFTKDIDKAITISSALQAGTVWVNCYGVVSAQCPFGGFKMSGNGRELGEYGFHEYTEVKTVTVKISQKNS
RECQ1 helicase: qHTS Assay for Inhibitors of RecQ-Like Dna Helicase 1 (RECQ1); Potency, µM (series often up to 57.3 µM), for inactives: at the top dose activity, negative = inhibition, most hits filed as inhibitors; 240,000 compounds, 0.54% hits; RECQ1 DNA unwinding, red fluorescence kinetic read; ATP-dependent DNA helicase Q1 (Homo sapiens), P46063;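 further: plate controls were vehicle for no effect and no enzyme for full effect; nearly all actives have a fitted effect of over 30% in size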
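50 nM RECQ1T1 preincubated 15 min with compound in Tris pH 8.0 buffer with MgCl2, DTT, Tween-20 and 2.5 ug/ml poly(dI-dC); started with 200 nM TAMRA/BHQ-2 forked duplex and 2 mM ATP. Unwinding read as fluorescence (525/598 nm), two reads 2 h apart.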
Lamin A splicing: qHTS Assay for Modulators of Lamin A Splicing | HeLa LMNA splicing GFP/RFP minigene ratio, 48 h | 200,000 compounds, 0.01% hits | Potency, µM (titrated, usually from 46.1 µM), for the others: at the highest dose ratio change, negative = inhibition, actives largely listed as inhibitors; active means well fitted inhibition curve with a large enough effect in the signal ratio, with a control signal flat, not every such curve was filed as active; inconclusive means small, poorly fitted or top-dose-only effect, or effect the other way, or a change in a side signal; the % refers to the signal ratio; further: on the % scale 0 is the no-effect control and ±100 the full control effect
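Read-out is the ratio of GFP to DsRed2 object intensity, acquired by 488 nm laser-scanning cytometry on HeLa lamin A-EGFP minigene reporter cells. Compound incubation 48 hrs at 37 °C in Opti-MEM with 2% FBS; DMSO 0.5% final.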
SMN2 splice up: qHTS Assay for Enhancers of SMN2 Splice Variant Expression. HEK293 SMN2-luciferase splicing reporter, luminescence, 30-36 h. Potency, µM (series often up to 46.1 µM), for the others: top-dose activity change, positive = activation, hits mostly activators. 210,000 compounds, 2.8% hits; further: % of control where 0% means no effect; nearly all actives have a fitted effect of over 55% in size
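HEK293 cells carry an SMN2 […]–luciferase reporter in which exon 7 inclusion puts luciferase in frame. Cells were plated 10-12 h before compound addition, then incubated 30-36 h at 37C. ONE-Glo luminescence was read; sodium butyrate at 4.5 mM final served as control.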
Luc counter: Counterscreen for Luciferase (Kinase-Glo TM) Inhibition; Luciferin 4-monooxygenase (Photuris pensylvanica), Q27757; Kinase-Glo luciferase, ATP luminescence, 8 min; Potency, µM (series often up to 38.3 µM), for inactives: at the top dose activity change, negative = inhibition, actives largely listed as inhibitors; 200,000 compounds, 0.28% hits; AID 1379, 2008; further: on the % scale 0 is the no-effect control and ±100 the full control effect; nearly all actives have a fitted effect of over 60% in size
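Inhibition of Kinase-Glo luciferase light generation was assessed at 10 uM ATP in pH 7.2 imidazole buffer, with luminescence measured after eight minutes at ambient temperature.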
KDM4E inh: qHTS Assay for Inhibitors of Human Jumonji Domain Containing 2E (JMJD2E). Potency, µM (titrated, usually from 57.1 µM), inactives show at the highest dose activity change, negative = inhibition, usual class: inhibitors. AID 2147, 2009. JMJD2E catalytic domain, FDH-coupled NADH fluorescence (FDH is formaldehyde dehydrogenase). 230,000 compounds, 1.6% hits; active means well fitted inhibition curve with a large enough effect, not every such curve was filed as active; inconclusive means small, poorly fitted or top-dose-only effect, or another doubt; inactive means no such curve, though single readings can be large or run the other way;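 further: 0% = wells with enzyme and -100% = buffer wells without enzyme; nearly all actives have a fitted effect of over 50% in size; many of its hits are not listed in these tables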
Target sequence (B2RXH2 1-337 limits assumed): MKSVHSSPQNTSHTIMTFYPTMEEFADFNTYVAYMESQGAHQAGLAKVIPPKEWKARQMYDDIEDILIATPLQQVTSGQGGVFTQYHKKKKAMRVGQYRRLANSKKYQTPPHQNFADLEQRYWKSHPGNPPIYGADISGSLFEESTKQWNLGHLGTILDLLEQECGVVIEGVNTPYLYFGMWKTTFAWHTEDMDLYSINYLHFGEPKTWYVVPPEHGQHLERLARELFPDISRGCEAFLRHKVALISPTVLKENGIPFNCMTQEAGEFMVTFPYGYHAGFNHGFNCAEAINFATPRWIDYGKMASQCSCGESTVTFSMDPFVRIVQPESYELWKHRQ
Tau fibril ThT: qHTS for Inhibitors of Tau Fibril Formation, Thioflavin T Binding. recombinant tau K18 P301L (four-repeat tau fragment), heparin-induced fibrillization, ThT fluorescence. Potency, µM (series often up to 57.4 µM), for inactives: top-dose activity, negative = inhibition, hits mostly inhibitors. 270,000 compounds, 2.1% hits. AID 1460, 2008; further: on the % scale 0 is the no-effect control and ±100 the full control effect; nearly all actives have a fitted effect of over 55% in size
Target sequence (P10636 561-689 P618L limits assumed): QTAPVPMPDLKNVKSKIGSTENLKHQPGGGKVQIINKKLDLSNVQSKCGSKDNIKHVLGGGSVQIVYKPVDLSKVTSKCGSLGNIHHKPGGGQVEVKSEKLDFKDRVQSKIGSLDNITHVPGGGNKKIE
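In this qHTS, human K18 P301L tau is incubated with compound and heparin for 6 hr at 37 C, and Thioflavin T fluorescence then reports fibril load.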
* hit, by the source's call; i = inactive; ? = inconclusive; nt = not tested or not shown; & = joins results of further samples; [ ] = another dose, or the depositor's remark. Unless noted, the call rests on the fitted dose curve; in most records, active means well fitted curve in the direction sought with a large enough effect; inconclusive means small, poorly fitted or top-dose-only effect, or another doubt; inactive means no such curve, though single readings can be large; an effect the other way counts as inactive or inconclusive. Potency means the concentration at half of the fitted maximal effect.

SMILES	L3MBTL1 block	ALDH1A1 block	RECQ1 helicase	Lamin A splicing	SMN2 splice up	Luc counter	KDM4E inh	Tau fibril ThT
CCOc1ccc(NC(=O)C2CCCN2C(=O)OCc2ccccc2)cc1 (stereo not given)	-14.6%	-2.6%	-9.5%	?	-2.3%	6.5%	?	-8.4%
N#CCCn1c(=O)c(-c2ccccc2)nc2cnc(Oc3ccccc3)nc21	nt	?	-3.0%	nt	-6.0%	0.8%	nt	nt
Cn1nccc1NS(=O)(=O)c1ccc(C(C)(C)C)cc1	10.1%	nt	-13.3%	nt	nt	nt	-7.1%	-4.1%
O=C(COc1ccc(Br)cc1CO)Nc1ccccc1	1.3%	-2.3%	-0.3%	-2.6%	-16.7%	-1.6%	10.6%	-7.1%
Cc1nc2n(n1)CC(O)CS2 (stereo not given)	7.9%	9.5%	2.5%	5.7%	-7.7%	-1.9%	1.1%	0.9%
Cn1c2ccc(F)cc2c2ncn(CC3CCCO3)c(=O)c21 (stereo not given)	-0.4%	?	-0.5%	nt	nt	nt	?	5.7%
CCOC(=O)c1ccc(NC(=O)CC2C(=O)N(c3cccc(OC)c3)C(=O)N2CCOC)cc1 (stereo not given)	5.2%	-12.0%	-2.3%	1.6%	3.98µM*	-0.6%	8.8%	-4.9%
COc1ccc(C)cc1NC(=O)C(NC(=O)c1cc(OC)c(OC)c(OC)c1)C(C)C (stereo not given)	3.8%	1.0%	-6.7%	?	20.1%	-0.2%	-2.8%	-7.6%
Cc1nnsc1C(=O)Nc1cccc(Cl)c1C	nt	3.3%	-12.6%	?	-11.5%	-2.1%	-3.0%	-3.9%
COc1cccc(NC(=O)c2ccc(S(=O)(=O)N(C)C)cc2)c1	nt	?	-1.6%	7.5%[9.22 µM]	-10.6%	3.7%	4.4%	-1.9%
C#CCOCCOCCOCCNc1nc(N2CCN(C(=O)[C@H](Cc3ccc(O)cc3)n3cc([C@@H](N)C(C)CC)nn3)CC2)nc(N2CCN(C(=O)[C@H](CCCCN)n3cc([C@@H](N)CO)nn3)CC2)n1 (stereo not given in full)	-25.4%	-2.2%	-4.4%	nt	nt	nt	-0.2%	-7.5%
COc1cc2ncnc(NCc3ccc(C)cc3)c2cc1OC	-12.7%	?	-10.5%	-10.5%	-17.0%	2.3%	?	-0.8%
CCCn1c(/C=C/c2ccco2)nc2ccccc21	-71.3%	?	-7.6%	-12.1%	14.1µM*	-11.2%	-3.6%	6.3%
O=C(Nc1nccs1)c1ccc(NC(=O)C2CC=CCC2C(=O)O)cc1 (stereo not given)	4.4%	3.98µM*	17.8%	nt	-10.5%	-1.8%	1.6%	-16.8%
C=C(C)CSc1nncn1/N=C/c1ccc(OC)cc1	8.6%	-0.5%	i	?	?	0.1%	0.1%	-2.8%
CCCC(=O)NCCc1nc2ccccc2n1C	nt	-2.5%	-0.1%	4.8%	11.0%	-0.5%	8.1%	-0.2%
CS/C(=C\[N+](=O)[O-])Nc1ccccc1	nt	?	i	5.9%	21.5%	-0.8%	-4.0%	?
Cc1cc(C)nc(SCC(=O)Nc2ccc(N3CCOCC3)cc2)n1	-10.0%	0.5%	-0.7%	-11.8%	-37.5%[inhibitor]	-1.8%	-0.5%	-9.2%
O=C(NCCNc1ccc([N+](=O)[O-])cc1)c1ccc(Cl)cc1	nt	?	i	nt	-28.7%	-0.8%	9.1%	8.91µM*
COc1ccccc1NS(=O)(=O)c1ccc(NC(=O)Cc2cccs2)cc1	-1.0%	-2.7%	i	?	4.5%	-1.2%	4.1%	13.8%
Cc1cc(C)nc(SCc2ccc(C(=O)N/N=C/c3ccccn3)cc2)n1	-8.4%	?	i	?	-33.3%[inhibitor]	3.3%	?	?
CCc1ccc(-c2cc(C(F)(F)F)n3nc(C(=O)Nc4c(C)nn(Cc5ccccc5C)c4C)cc3n2)s1	nt	?	i	1.1%	-24.1%	-4.7%	?	?
Cc1nc2ccc(S(=O)(=O)NC(C(=O)N3CCCCCC3)C(C)C)cc2s1 (stereo not given)	-1.3%	-9.6%	-9.2%	-3.5%	-26.0%	3.5%	-2.0%	2.4%
S=C(Nc1ccccn1)NC1CCCCC1	-24.4%	nt	8.2%	nt	nt	nt	-16.7%	0.0%
CCCC(=O)NC(=S)Nc1ccccc1C(=O)OC	-2.1%	?	-20.3%	8.3%	2.6%	1.1%	-5.4%	-15.9%

(listing goes on)
SMILES	L3MBTL1 block	ALDH1A1 block	RECQ1 helicase	Lamin A splicing	SMN2 splice up	Luc counter	KDM4E inh	Tau fibril ThT
CC1(C)CN(O)CCN1O	7.7%	?	0.0%	-6.0%	19.0%	0.3%	-23.4%	4.2%
O=c1c2cnn(-c3ccccc3)c2ncn1Cc1cccc(Cl)c1	2.5%	0.7%	-10.0%	-1.9%	-40.3%[inhibitor]	-1.3%	5.7%	3.1%
CNC(=O)C(=O)NCC1OCCN1S(=O)(=O)c1ccc2c(c1)OCCO2 (stereo not given)	1.5%	6.5%	-5.8%	2.0%[46 µM]	20.7%	0.4%	8.1%	-5.0%
CCC1=C(OC(=O)N(CC)CC)N2C(=O)OC(=NCCOC)[C@]2(Cc2ccccc2)[C@H]2C1=CC[C@H]1C(=O)NC(=O)[C@H]12	nt	3.2%	4.9%	nt	-1.8%	-4.1%	-11.5%&8.9%	-16.8%&15.4%
CC(=O)c1ccc(NC(=O)COC(=O)c2ccccc2Nc2ccccc2)cc1	6.1%	?	-1.7%	-3.9%	-16.0%	-0.4%	?	-4.4%
COCc1cc(=O)n2[nH]c(SC)nc2n1	nt	1.6%	-3.9%	1.5%	12.4%	-0.9%	-3.4%	3.0%
O=C(c1ccco1)c1cn(CC(=O)N2CCCC2)c2ccccc12	nt	-8.1%	-6.0%	13.5%[46 µM]	-25.7%	1.5%	-2.4%	-7.8%
CC1CN(C(NC(=O)c2ccccc2)C(Cl)(Cl)Cl)CC(C)O1 (stereo not given)	nt	-7.7%	-10.5%	nt	-9.1%	-0.3%	-4.5%	?
CCOC(=O)c1c(/N=C/N(C)C)sc(C(=O)OC)c1C	37.1%	?	-9.0%	15.1%	-12.8%	-1.9%	-21.9%	-14.7%
O=C(OC1CCN(c2ncc(C(F)(F)F)cc2Cl)CC1)c1ccccc1	7.8%	-3.4%	-9.8%	-0.7%	-5.3%	0.8%	4.9%	?
Cc1ccc(-c2noc(CSc3nnc(Cc4ccccc4)n3-c3ccc(Cl)cc3)n2)cc1	nt	-2.5%	-7.2%	-19.8%	-21.2%	-2.2%	-2.8%	-17.4%
CCc1cc2c(cc3c(=O)n(CC(=O)NCCCN(CC)CC)nc(CC)n32)s1	nt	-1.3%	-2.6%	-1.6%	0.1%	-4.5%	-5.0%	-0.8%
Cc1c(C(=O)/C=C/c2cccs2)oc2ccc(F)cc12	nt	-4.8%	-18.9%	-20.5%	-13.6%	-3.3%	3.4%	?
N#C/C(=C\c1ccc(-c2ccccc2[N+](=O)[O-])o1)C(N)=O	-3.7%	4.2%	-0.1%	nt	nt	nt	4.8%	-10.4%
CCN(CC)CCCNC(=O)Cn1cnc2ccc(S(=O)(=O)N3CCC(C)CC3)cc2c1=O	nt	9.3%	-2.9%	nt	-21.6%	1.5%	6.4%	1.6%
CC(C)Cc1cc(C(=O)Nc2cc(Cl)ccc2Cl)no1	9.6%	-5.0%	-6.6%	-5.9%	5.6%	1.1%	-6.3%	-8.9%
O=C(Cc1ccc(F)cc1)Nc1cccc2cccnc12	14.7%	-0.3%	-0.1%	?	3.1%	1.4%	9.6%	1.3%
Cc1nnc(SCC(=O)N2CCN(C(=O)c3ccco3)CC2)n1-c1ccccc1	?	28.2µM*	-8.6%	nt	17.6%	-3.0%	5.2%	0.1%
Cc1n[nH]c(=S)n1/N=C/c1ccc(-c2ccccc2[N+](=O)[O-])o1	nt	14.1µM*	9.5%	-16.5%	14.7%	-3.5%	-23.8%	?
O=c1c2cc(Cl)ccc2oc2nc3n(c(=O)c12)CCCS3	-0.9%	?	15.8%	-1.7%	-13.7%	-3.5%	?	-11.8%
CCCc1nc(N2CCOCC2)c(C#N)c2c1CCCC2	nt	-158.4%	-0.9%	15.4%	5.0%	1.9%	?	-16.8%
O=C(c1ccccc1)N1CCN(CC(O)COC2CCCCC2)CC1 (stereo not given)	8.6%	-4.3%	-0.9%	-7.0%	12.2%	1.8%	1.4%	-5.9%
CC1CCN(c2ncnc3c2cnn3-c2ccccc2)CC1	nt	?	-6.3%	-16.4%	12.6µM*	-3.9%	1.3%	?
COc1ccc(N2CCN(C(=O)CCS(=O)(=O)c3ccc(OC)cc3)CC2)cc1	nt	5.6%	-4.2%	nt	nt	nt	-8.6%	?
CCOCCCn1c(=S)[nH]c2cc(C(=O)NCCN(CC)CC)ccc2c1=O	0.1%	-8.5%	-1.0%	-3.2%	16.1%	0.7%	-2.1%	-4.0%
COc1cc(C)c(Cl)cc1S(=O)(=O)NCc1ccncc1	-16.9%[11.4 µM]	?	0.0%	?	-72.3%[inhibitor]	-1.8%	11.1%	15.1%

Compound profiles, from the list above. Screens in order: L3MBTL1 block, ALDH1A1 block, RECQ1 helicase, Lamin A splicing, SMN2 splice up, Luc counter, KDM4E inh, Tau fibril ThT
`COc1cc(C)c(Cl)cc1S(=O)(=O)NCc1ccncc1` in the list: -16.9%[11.4 µM], ?, 0.0%, ?, -72.3%[inhibitor], -1.8%, 11.1%, 15.1%
`O=C(OC1CCN(c2ncc(C(F)(F)F)cc2Cl)CC1)c1ccccc1` in the list: 7.8%, -3.4%, -9.8%, -0.7%, -5.3%, 0.8%, 4.9%, ?
`Cc1n[nH]c(=S)n1/N=C/c1ccc(-c2ccccc2[N+](=O)[O-])o1` in the list: nt, 14.1µM*, 9.5%, -16.5%, 14.7%, -3.5%, -23.8%, ?

Not all compounds are listed; rates above refer to the full screens.
